AmpC no deterg = qHTS Inhibitors of AmpC Beta-Lactamase (assay without detergent) | P00811 | AmpC nitrocefin hydrolysis, absorbance 480 nm, 0.0001% Triton | Potency, µM (doses to about 57.1 µM), for the others: at the highest dose activity change, negative = inhibition, actives largely listed as inhibitors | 0.52% of 330,000 active;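 also: potency is read from the fitted curve at half-maximal effect; plate controls were no compound for no effect and no enzyme for full effect; nearly all actives have a fitted effect of over 20% in size; some results filed as inactive show a strong effect at the top dose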
Target sequence (P00811 whole entry, looked up): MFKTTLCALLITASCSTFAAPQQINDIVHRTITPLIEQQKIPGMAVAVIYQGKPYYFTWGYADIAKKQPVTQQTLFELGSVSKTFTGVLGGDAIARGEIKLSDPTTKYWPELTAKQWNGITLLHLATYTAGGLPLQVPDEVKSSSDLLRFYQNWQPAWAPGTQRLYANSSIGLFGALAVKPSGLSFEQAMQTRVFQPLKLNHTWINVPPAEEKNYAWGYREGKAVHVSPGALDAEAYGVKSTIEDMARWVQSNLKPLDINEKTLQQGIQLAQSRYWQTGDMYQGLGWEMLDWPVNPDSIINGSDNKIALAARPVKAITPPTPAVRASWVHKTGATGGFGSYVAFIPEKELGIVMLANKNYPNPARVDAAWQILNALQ
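AmpC (5.3 nM in the dispensed reagent) in 20 mM phosphate pH 7.0 with 0.01% (detergent screen) or 0.0001% Triton X-100 was preincubated with compounds for 15 min at room temperature. Nitrocefin was then added from an 800 uM solution, and hydrolysis was followed at 480 nm.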
AmpC detergent = qHTS Inhibitors of AmpC Beta-Lactamase (assay with detergent); P00811; AmpC hydrolysis of nitrocefin, absorbance 480 nm, 0.01% Triton; Potency, µM (top dose mostly 114 µM), for inactives: at the top dose activity change, negative = inhibition, most hits filed as inhibitors; 0.041% of 370,000 active;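 also: potency is read from the fitted curve at half-maximal effect; 0% = no-compound wells and -100% = no-enzyme wells; nearly all actives have a fitted effect of over 25% in size; some results filed as inactive show a strong effect at the top dose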
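20 mM phosphate pH 7.0 + 0.01% (detergent screen) or 0.0001% Triton X-100; 5.3 nM AmpC reagent; cpd preinc 15 min RT; nitrocefin (800 uM stock) to start; A480 q20 s × 4 min; Activity was normalised to no-enzyme and no-compound control wells.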
Shiga toxin inh = A qHTS for Small Molecule Inhibitors of Shiga Toxin; inhibition, % at 38.7 µM; 9.2% of 290,000 active; Vero cells, Shiga toxin protein synthesis inhibition reporter; in the data active = inhibition mostly above about 28%, no sharp cut-off; inactive = mostly below about 43%; also: 0% is about no effect
Cycloheximide cs = Cycloheximide Counterscreen for Small Molecule Inhibitors of Shiga Toxin | AID 2314, 2010 | max response, % | 12% of 300,000 active | cell reporter, cycloheximide protein synthesis inhibition counterscreen; in the data active = max response mostly above about 13%, no sharp cut-off; inactive = mostly below about 14%; also: read at 38.3 µM for the half of the compounds with a filed dose; 0% is about no effect
AMA1 RON2 block = qHTS for Inhibitors of AMA1-RON; Towards Development of Antimalarial Drug Lead: Primary Screen. Plasmodium falciparum AMA1 (3D7) - RON2 peptide interaction. AlphaScreen AMA1-biotinylated RON2 peptide binding. Potency, µM (series often up to 58.2 µM), inactives show top-dose activity change, negative = inhibition, usual class: inhibitors. 0.2% of 360,000 active. AID 720542, 2013;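 also: potency is read from the fitted curve at half-maximal effect; 0% = vehicle wells and -100% = peptide control; nearly all actives have a fitted effect of over 45% in size; some results filed as inactive show a strong effect at the top dose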
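AMA1 (3D7) with his tag at 25 nM final met compounds first, then biotinylated RON2 peptide at 25 nM; detection used donor plus acceptor beads, 10 µg/mL apiece, read by AlphaScreen after 30 min at room temperature.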
Giardia FBPA inh = qHTS Assay for Inhibitors of Fructose-1,6-bisphosphate Aldolase from Giardia Lamblia | Potency, µM (titrated, usually from 59.6 µM), without a hit: top-dose activity, negative = inhibition, usual class: inhibitors | purified Giardia FBPA | 0.71% of 290,000 active | A8B2U2; also: potency is read from the fitted curve at half-maximal effect; % is scaled to controls: 0 for no effect and ±100 for the full control effect; nearly all actives have a fitted effect of over 55% in size
Target sequence (A8B2U2 whole entry, looked up): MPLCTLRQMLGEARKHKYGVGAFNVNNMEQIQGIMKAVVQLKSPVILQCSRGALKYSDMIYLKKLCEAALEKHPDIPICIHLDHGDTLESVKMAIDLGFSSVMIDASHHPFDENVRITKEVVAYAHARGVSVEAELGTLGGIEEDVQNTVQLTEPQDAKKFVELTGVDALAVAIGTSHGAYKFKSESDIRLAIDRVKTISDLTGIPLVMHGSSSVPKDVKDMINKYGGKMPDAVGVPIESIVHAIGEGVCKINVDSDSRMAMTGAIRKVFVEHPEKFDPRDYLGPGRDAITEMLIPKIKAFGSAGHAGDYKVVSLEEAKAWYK
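40 nM FBPA preincubated 10 min at RT with compound (up to 57.5 uM final), then substrate plus GAPDH/TPI/NAD/arsenate coupling and diaphorase/resazurin added. Fluorescence read after 20 min at RT, 525/598 nm.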
HCMV inh = qHTS Assay for inhibitors of the human cytomegalovirus (HCMV); HFF cells, HCMV-luciferase reporter, 72 h; hits give low values; activity change, negative = inhibition, % at 57.5 µM; 4.5% of 410,000 active; AID 1259415, 2018; in the data active = activity change below about -60%; inconclusive = no clear call, values can overlap the other calls; inactive = above about -39%; also: % is scaled to controls: 0 for no effect and ±100 for the full control effect
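Luciferase read-out from HCMV-luciferase-infected HFFs (MOI 1 PFU/cell) 72 h post infection at 37C; compounds added after 16 h cell attachment; activity normalized between buffer-only basal and Salinomycin (10uM) inhibitor controls.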
* = called active by the depositor; ? = inconclusive; . = not tested or not shown; & = joins results of further samples; [ ] = another dose, or the depositor's remark. Unless noted, calls follow the shape of the dose curve; as a rule, active = well fitted curve in the direction sought with a large enough effect; inconclusive = small, poorly fitted or top-dose-only effect, or another doubt; inactive = no such curve, though single readings can be large; an effect the other way counts as inactive or inconclusive.

Short keys – A = AmpC no deterg; B = AmpC detergent; C = Shiga toxin inh; D = Cycloheximide cs; E = AMA1 RON2 block; F = Giardia FBPA inh; G = HCMV inh
> O=S(=O)(NCCOc1ccccc1F)c1ccc(Cl)cc1F
  A: -25%; B: .; C: .; D: .; E: 12%; F: .; G: -28

> COc1ccccc1NS(=O)(=O)c1cc(NC(=O)CCC(=O)c2cccs2)ccc1Cl
  A: -54%; B: -18%; C: -11; D: 0; E: 3%; F: 1%; G: ?

> CCC1(c2ccccc2)NC(=O)N(CC(=O)Nc2ccccc2N2CCCC2)C1=O (stereo unspecified)
  A: -15%; B: ?; C: .; D: .; E: 14%; F: .; G: -16

> CC(=O)Nc1nc(C)c(C(C)=O)s1
  A: -16%; B: -5%; C: -14; D: -1; E: 0%; F: 3%; G: 20

> CCOCCCNC(=O)c1cn(CC)c2ccc(S(=O)(=O)N3CCCC3)cc2c1=O
  A: 81%[activator]; B: 3%; C: -3; D: 8; E: 11%; F: .; G: -8

> COc1ccc(N2CCN(C(CNC(=O)c3ccco3)c3cccnc3)CC2)cc1 (stereo unspecified)
  A: -2%; B: -11%; C: -4; D: 2; E: 9%; F: 1%; G: -18

> Cc1ccc(C)c(OCc2nc3ccccc3[nH]2)c1
  A: -33%; B: -9%; C: 88*; D: 43*; E: -6%; F: -4%; G: -24

> COc1ccc(S(=O)Cc2ccc(C(=O)NC3CC3)o2)cc1 (stereo unspecified)
  A: -4%; B: -6%; C: 14; D: -4; E: 0%; F: 7%; G: -39

> COc1ccc(-n2c(Cc3cccn3C)nnc2SCC(=O)Nc2ccc(F)cc2F)cc1
  A: 57%; B: -9%; C: -13; D: -2; E: -8%; F: 3%; G: 14

> NS(=O)(=O)c1cccc(NC(=O)c2cc3ccccc3o2)c1
  A: -20%; B: 1%; C: 56*; D: 25*; E: -32%; F: -4%; G: 44

> CN(C)S(=O)(=O)n1cc(/C=C(\NC(=O)c2ccccc2Cl)C(=O)NCCN2CCOCC2)c2ccccc21
  A: 200%[activator]; B: 2%; C: -12; D: -1; E: 25%; F: -5%; G: 26

> Cc1nn(C(C)c2n[nH]c(=S)n2-c2cccc(Cl)c2)c(C)c1[N+](=O)[O-] (stereo unspecified)
  A: -20%; B: 6%; C: 5; D: 3; E: 6%; F: -1%; G: -20

> C=CCCC(=O)Nc1nc(C)c(-c2csc(Nc3cc(Cl)ccc3OC)n2)s1
  A: -27%; B: -9%; C: -18; D: -2; E: 6%; F: 0%; G: -29

> COc1ccc(CCNS(=O)(=O)c2ccc3c(c2)CCCC3)cc1OC
  A: 14%; B: .; C: .; D: .; E: -3%; F: .; G: -5

> COc1ccc2cc3cc(C(=O)NCCN4CCN(c5ccccc5F)CC4)oc3nc2c1
  A: 0%; B: 0%; C: -3; D: -2; E: 62%[activator]; F: -1%; G: -30

> Cc1ccccc1NC(=S)N1CCN(c2ccccc2)CC1
  A: -31%; B: -16%; C: .; D: -1; E: -2%; F: 5%; G: 34

> Clc1ccc(N2CCNCC2)nn1
  A: -6%; B: ?; C: -12; D: -2; E: 19%; F: -1%; G: ?

> Cc1ccc(C)c(C(C)NC(=O)c2ccccc2Br)c1 (stereo unspecified)
  A: -34%; B: -14%; C: 8; D: -1; E: -13%; F: 3%; G: -28

> CC(=O)c1sc(NC(=O)c2ccc(Br)o2)nc1C
  A: -32%; B: 11%; C: 34*; D: 38*; E: 21%; F: .; G: 58

> COC(=O)c1ccc2nc(NC(=O)C3CCCCC3)sc2c1
  A: -9%; B: -3%; C: 18; D: 24*; E: 0%; F: 3%; G: 137

> Cc1cc(Br)ccc1OCC(=O)NNC(=O)c1cnccn1
  A: -21%; B: -9%; C: 12; D: 1; E: 96%[activator]; F: 5%; G: 11

> C=C(C)C(=O)Nc1cccc(C2=NOC3(C2)C[C@@H](C(N)=O)N(C(=O)C2(C)CC2)C3)c1 (stereo partly specified)
  A: -7%; B: -8%; C: -2; D: -2; E: -6%; F: -7%; G: -38

> COc1cc(/C=N/Nc2cc(C)nc(N)n2)ccc1O
  A: -30%; B: 2%; C: 36*; D: 13; E: 70%[activator]; F: -25%; G: 87

> COc1ccccc1OCCC(=O)OCCN1C(=O)c2ccccc2C1=O
  A: -1%; B: -18%; C: -4; D: -4; E: 9%; F: -1%; G: -25

> Cc1ccc(S(=O)(=O)N2CCN(C(=O)C3CCN(C(=O)c4ccccc4C)CC3)CC2)cc1C
  A: 196%[activator]; B: -12%; C: -17; D: -2; E: 9%; F: 7%; G: ?

> C/C(=N\NC(=O)C(O)(c1ccccc1)c1ccccc1)c1ccc(C)o1
  A: -11%; B: ?; C: -7; D: -4; E: -14%; F: -10%; G: -35

> O=C(c1ccc2c(c1)OCO2)N1CCN(c2ccc(Cl)cc2)CC1
  A: 25%; B: ?; C: -7; D: 0; E: -3%; F: 2%; G: -35

> O=C(CSc1nc(-c2ccc(F)cc2)cs1)N1CCN(C(=O)c2ccco2)CC1
  A: 86%[activator]; B: ?; C: 15; D: 10; E: -8%; F: -3%; G: -27

> CCCCNC(=O)C1(O)c2ccccc2NC(=O)N1c1ccc(Cl)cc1 (stereo unspecified)
  A: -21%; B: -7%; C: 20; D: 8; E: -9%; F: -4%; G: -25

> CC(Sc1nnc(CNC(=O)c2ccccc2F)n1C)C(=O)Nc1nccs1 (stereo unspecified)
  A: -8%; B: -10%; C: -6; D: -2; E: 10%; F: ?; G: 23

> CN1C/C(=C/c2ccsc2)C(=O)/C(=C/c2ccsc2)C1
  A: -33%; B: -14%; C: 14; D: 63*; E: ?; F: -30%; G: -86*

> O=C(O)c1ccc(COc2ccc([N+](=O)[O-])cc2)o1
  A: -21%; B: 0%; C: 26; D: 11; E: 6%; F: 7%; G: 8

> COc1cc(CNc2ccc3[nH]c(=O)[nH]c3c2)cc(Cl)c1OCC(=O)NC(C)(C)C
  A: -21%; B: -1%; C: -16; D: 11; E: 14%; F: 10µM*; G: -34

> COc1cccc(NC(=O)CCCNC(=O)Cn2cnc3sc(C)c(C)c3c2=O)c1
  A: 47%; B: -8%; C: 22; D: 2; E: -10%; F: 2%; G: -25

> Nn1cnnc1N/N=C/c1cccc(Cl)c1Cl
  A: -18%; B: -2%; C: -4; D: -2; E: 36%[activator]; F: ?; G: -12

> CCCCCC(=O)Nc1ccc(S(=O)(=O)Nc2nccnc2OC)cc1
  A: -39%; B: -3%; C: -13; D: -1; E: -1%; F: 14%; G: 42

> CCOCCCNC(=O)CN1C(=O)NC(Cc2c[nH]c3ccccc23)C1=O (stereo unspecified)
  A: -11%; B: 5%; C: -6; D: -6; E: -9%; F: -3%; G: 4

> CCCN1CC(=O)N2C(c3ccccc3)c3[nH]c4ccccc4c3C[C@H]2C1=O (stereo partly specified)
  A: 26%; B: -7%; C: -9; D: 2; E: 3%; F: -10%; G: 6

> CCOc1ccc2c(c1)[N+](C)(C)C(C)(C)C=C2C
  A: 3%; B: -1%; C: -10; D: -3; E: -2%; F: -1%; G: ?

> CN1CCC(=NNC(=O)C(=O)Nc2cccc(Br)c2)CC1
  A: -28%; B: -2%; C: 13; D: 1; E: 78%[activator]; F: -3%; G: 23

> COc1ccc(OC)c(NC(=O)C(CCSC)NS(=O)(=O)c2cccs2)c1 (stereo unspecified)
  A: -27%; B: 2%&14%; C: -7; D: -6; E: -18%; F: 4%; G: ?

> Cc1cc(Nc2ccc(F)cc2C)n2ncnc2n1
  A: 1%; B: ?; C: -5; D: -4; E: -6%; F: -2%; G: 19

> O=c1[nH]c(=O)n(-c2ccccc2F)c(O)c1C=NCCC1=CCCCC1
  A: -18%; B: 0%; C: 32; D: 10; E: -13%; F: 5%; G: ?

> COc1ccc(NC(=O)CSc2nnc(C3CC3)n2C)cc1S(=O)(=O)N1CCCCC1
  A: -11%; B: -12%; C: .; D: .; E: -2%; F: .; G: 6

> CN(C)Cc1c(C(=O)Nc2ccccc2)[nH]c2ccccc12
  A: -31%; B: ?; C: .; D: .; E: 1%; F: .; G: 16

> O=c1cc(CO)oc(CN2CCCC2)c1O
  A: -21%; B: 4%; C: 7; D: 2; E: -10%; F: -17%; G: -23

> CCCCNC(=O)N1CCCC(C(=O)c2cc(C)c(OC)c(C)c2)C1 (stereo unspecified)
  A: 30%; B: 1%; C: -1; D: 1; E: -2%; F: 4%; G: 14

> Cc1cccc(OCCCn2c(CCNC(=O)C3CCCCC3)nc3ccccc32)c1
  A: .; B: -2%; C: 48; D: 10; E: .; F: .; G: -15

> CCOCCCNC(=O)c1ccc2c(c1)N(CC)C(=O)c1ccccc1S2=O (stereo unspecified)
  A: -7%; B: -3%; C: 4; D: -1; E: 4%; F: 6%; G: -20

> CN(c1ccccc1C(=O)NCc1ccco1)S(C)(=O)=O
  A: -24%; B: -1%; C: -3; D: -2; E: -27%; F: -11%; G: 9

> CCCCNC(=O)CSc1nnc(-c2ccc(S(=O)(=O)N3CCCC3)cc2)n1C
  A: -14%; B: ?; C: -2; D: 1; E: -5%; F: 2%; G: -23

> CCN1CCn2c3c(c4cc(C)ccc42)CCCC31 (stereo unspecified)
  A: 1%; B: -2%; C: 40; D: 25*; E: -5%; F: -29%; G: -18

Assay outcomes: PubChem, National Center for Advancing Translational Sciences (NCATS)
